Bcl-W Bim block – inhibitors of Bim-Bcl-W interaction, human | Q92843 | bead-based flow cytometry, Bim peptide-Bcl-W binding | inhibition, % at 10 µM | 190,000 tested, 0.02% active;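 also: 0% = bound tracer without compound and 100% = peptide blocker; higher means less fluorescent Bim peptide bound to Bcl-W beads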
Bim-Bcl-2 – inhibitors of Bim-Bcl-2 interaction, human; P10415; Bead-based flow cytometry, Bim peptide-Bcl-2 binding; inhibition, % at 10 µM; 190,000 tested, 0.06% active; AID 950; in the data active = inhibition above about 40%; inconclusive = no clear call, values can overlap the other calls;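 also: 0% = no compound wells with probe peptide and 100% = reference peptide inhibitor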
Target sequence (P10415 whole entry, looked up): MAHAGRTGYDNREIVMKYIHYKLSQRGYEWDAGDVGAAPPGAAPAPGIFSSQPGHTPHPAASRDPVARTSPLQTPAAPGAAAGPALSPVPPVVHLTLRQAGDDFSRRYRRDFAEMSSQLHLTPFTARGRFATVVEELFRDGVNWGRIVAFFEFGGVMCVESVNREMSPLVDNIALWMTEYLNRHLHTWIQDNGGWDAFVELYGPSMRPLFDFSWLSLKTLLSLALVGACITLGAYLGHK
Mcl1-Bid inh – disrupts binding of human Mcl-1 to Bid peptide. 220,000 tested, 0.97% active. AID 1021. TR-FRET Mcl-1/Bid-Dy647 peptide binding, 1536-well. Q07820. inhibition, % at 21.7 µM;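 active = compounds that cut the binding signal by more than half at the single screening dose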;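 also: His-tagged Mcl-1 with europium anti-His antibody binding Bid BH3 peptide; 0% = Mcl-1 plus peptide wells and 100% = peptide-only wells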
Bcl-B Bim block – inhibitors of Bim-Bcl-B interaction, human; Q9HD36; bead-based flow cytometry, Bim peptide-Bcl-B binding; inhibition, % at 10 µM; 190,000 tested, 0.073% active; AID 951;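 also: 0% = tracer peptide without compound and 100% = reference inhibitor peptide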
Target sequence (Q9HD36 whole entry, looked up): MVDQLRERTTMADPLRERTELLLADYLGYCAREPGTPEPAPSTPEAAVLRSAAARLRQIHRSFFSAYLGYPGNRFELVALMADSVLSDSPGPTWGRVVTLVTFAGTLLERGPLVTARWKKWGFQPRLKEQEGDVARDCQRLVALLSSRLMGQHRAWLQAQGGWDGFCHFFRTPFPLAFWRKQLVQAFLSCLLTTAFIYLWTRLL
Mcl1-Noxa inh – disrupts binding of human Mcl-1 to Noxa peptide; inhibition, % at 21.7 µM; AID 1022; Q07820; 220,000 tested, 1.5% active; TR-FRET Mcl-1/Noxa peptide binding, 2 h;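 active = compounds that cut the protein-peptide binding signal by more than 50% relative to plate controls in a single-dose test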;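 also: His-tagged Mcl-1 with rhodamine Noxa BH3 peptide and terbium anti-His antibody; 0% = Mcl-1 plus Noxa peptide wells and 100% = peptide-only wells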
RGS8-Gao – regulators of human RGS8-Galphao interaction | multiplexed bead flow cytometry, RGS8-Galphao binding; actives lie on both sides | 220,000 tested, 0.34% active | response (percent of control binding), % at 10 µM; in the data active = response below about 60% or above about 140%; inactive = in between;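 also: Galphao activated as the GDP aluminium fluoride complex binding bead-coupled RGS8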
Target sequence (P09471 whole entry, looked up): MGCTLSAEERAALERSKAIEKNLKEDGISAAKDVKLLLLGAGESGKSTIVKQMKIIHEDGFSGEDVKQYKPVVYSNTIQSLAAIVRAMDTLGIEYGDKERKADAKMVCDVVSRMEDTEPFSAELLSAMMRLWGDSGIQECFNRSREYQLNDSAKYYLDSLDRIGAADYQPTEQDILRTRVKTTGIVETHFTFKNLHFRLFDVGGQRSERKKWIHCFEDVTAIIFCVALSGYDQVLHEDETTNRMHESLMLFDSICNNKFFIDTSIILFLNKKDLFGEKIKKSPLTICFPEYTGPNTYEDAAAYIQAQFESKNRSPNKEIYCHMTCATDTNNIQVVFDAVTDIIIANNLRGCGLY
RGS4-Gao reg – modulates binding of RGS4 to human Galphao; AID 1415; binding response (% of control), % at 10 µM; P09471; 220,000 tested, 0.33% active; Multiplexed bead flow cytometry; actives lie on both sides; in the data active = binding response below about 49% or above about 150%; inactive = in between;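 also: fluorescent Galphao activated with aluminum fluoride binding bead-coupled RGS4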
Bim-Mcl-1 – human Bim-Mcl-1 interaction inhibition; Q07820; Bead-based flow cytometry, Bim peptide-Mcl-1 binding; inhibition, % at 10 µM; 190,000 tested, 0.1% active; AID 1009;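 also: 0% = no compound tracer wells and 100% = peptide blocker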
RGS7-Gao – modulates binding of RGS7 to human Galphao. 220,000 tested, 0.35% active. P09471. Multiplexed bead flow cytometry; actives lie on both sides. binding response (% of control), % at 10 µM; in the data active = binding response below about 49% or above about 150%; inconclusive = no clear call, values can overlap the other calls; inactive = in between;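 also: fluorescent Galphao held in activated GDP-AlF4 state binding bead-coupled RGS7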
Bcl-XL Bim block – human Bim-Bcl-XL interaction inhibition; AID 1007; inhibition, % at 10 µM; Bim peptide-Bcl-XL binding, bead flow cytometry, fluorescence; 190,000 tested, 0.04% active; Q07817
Target sequence (Q07817 whole entry, looked up): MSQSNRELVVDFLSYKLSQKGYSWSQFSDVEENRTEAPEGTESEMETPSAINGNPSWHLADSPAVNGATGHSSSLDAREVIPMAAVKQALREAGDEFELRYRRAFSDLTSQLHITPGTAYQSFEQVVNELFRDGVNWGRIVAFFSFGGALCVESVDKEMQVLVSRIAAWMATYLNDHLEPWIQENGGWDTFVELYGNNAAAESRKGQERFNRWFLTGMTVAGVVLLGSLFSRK
Bfl-1 Bim block – human Bim-Bfl-1 interaction inhibition; inhibition, % at 10 µM; 190,000 tested, 0.12% active; Q16548; Bead-based flow cytometry, Bim-Bfl-1 binding inhibition;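 also: 0% = wells without compound plus tracer and 100% = blocker peptide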
* marks the source's active call; other numbers are inactive results; ? = inconclusive; nt = not tested or not shown. Rule as the data show it, unless noted: active = inhibition above about 40%.

SMILES	Bcl-W Bim block	Bim-Bcl-2	Mcl1-Bid inh	Bcl-B Bim block	Mcl1-Noxa inh	RGS8-Gao	RGS4-Gao reg	Bim-Mcl-1	RGS7-Gao	Bcl-XL Bim block	Bfl-1 Bim block
Cc1ccc(NC(=O)COC(=O)/C=C/c2ccco2)cc1S(=O)(=O)N(C)C	9	2	-16	6	41	101	95	11	90	3	9
CCCCCCn1cnc2c(oc3nc4c(cc32)CCCC4)c1=O	-6	-2	-8	-3	10	103	99	-7	101	-4	-2
Cn1c(CN2CCOCC2)c(C#N)c2ccccc21	-6	-1	5	-3	3	98	97	-3	98	-3	-1
CCOC(=O)N1CCC(n2c(SCC(=O)Nc3nccs3)nc3ccsc3c2=O)CC1	-5	-9	10	-10	13	97	98	-5	98	-10	-19
CCOC(=O)C(C)(C)C(=O)C(C)(C)C(O)c1ccccn1 (configuration not stated)	-1	-3	-21	-3	7	97	105	-3	98	-3	-4
CCN1CCN(C(=O)c2ccc(CS(=O)(=O)Cc3ccccc3F)o2)CC1	-3	0	-23	-5	23	103	105	-5	101	-1	-2
CC1(C)CC(=O)CC(=Nc2ccc3[nH]c(=O)[nH]c3c2)C1	-1	-5	-83	-4	7	99	96	3	95	-1	-14
Brc1ccc(-c2csc(-c3c[nH]c4ccccc34)n2)cc1	-1	-6	-5	-4	12	104	105	-4	107	0	-3
CC(=O)N(Cc1ccc(F)cc1)C1=C(NCc2ccccc2)C(=O)c2ccccc2C1=O	-1	-11	-28	-8	10	102	102	-3	100	-6	-15
O=C(CCC1CCCN(c2ncccn2)C1)N1CCN(c2ccccn2)CC1 (configuration not stated)	nt	nt	-8	nt	1	103	107	nt	?	nt	nt
CC(=O)N/N=C(\C)c1ccc2c(c1)OCCO2	2	-1	-19	-1	-12	101	101	0	98	0	-2
COc1ccccc1NC(=O)Cn1ncc2c1-c1ccccc1OC2	-5	-4	1	-4	11	96	93	0	89	-2	-3
CCOC(=O)C1=C(C)Nc2ncnn2C1c1ccc2c(c1)OCO2 (configuration not stated)	0	-7	-14	-7	-1	99	99	-2	100	-5	-12
CCOC(=O)C1CCN(c2ncnc3c2c(-c2ccccc2)cn3-c2ccc(C)cc2)CC1	-3	-5	-26	-4	15	101	103	-4	102	-3	-7
Cn1c(N2CCCCC2)cc(=O)n(C)c1=O	2	-7	-22	-8	6	101	101	-2	106	-2	-15
O=C(C1CC1)N1CCc2cc(Br)cc(S(=O)(=O)NCc3ccccn3)c21	-1	-8	-12	-5	-7	102	102	0	101	-16	-12
Cc1ccccc1CN(C)CC(=O)NC(C)CCc1ccccc1 (configuration not stated)	0	0	-20	0	-6	98	96	-1	93	0	-5
COc1ccc(Nc2cccccc2=O)cc1	3	0	-75	0	-3	103	103	-2	103	3	-1
CC(=O)c1c(N2CCN(Cc3ccc4c(c3)OCO4)CC2)nc(=S)n(-c2ccccc2)c1C	-7	-3	-119	-2	-3	110	107	-2	108	-3	0
O=S(=O)(NC1=NCCCCC1)c1ccccc1Cl	nt	nt	-16	nt	3	99	100	nt	?	nt	nt
NC(=O)COC(=O)c1ccc(C(=O)C(=O)c2ccccc2)cc1	0	-1	-15	-6	-1	104	103	1	98	1	-7
Cc1nn(C(C)C(=O)Nc2ccc(Cl)cn2)c(C)c1[N+](=O)[O-] (configuration not stated)	0	-2	-3	1	-3	99	103	1	98	0	-1
Cc1ccccc1N1C(=O)C2C3CC(=O)C(c4ccccc43)C2C1=O (configuration not stated)	0	0	-6	-3	-3	104	101	-1	102	-2	0
Brc1ccc(CNc2nc3ccccc3n2CCN2CCCCC2)cc1	nt	nt	10	nt	41	102	106	nt	?	nt	nt
COc1ccccc1CNC(=O)[C@@H]1CCCN1C(=O)C1CCN(S(=O)(=O)c2ccc(C)cc2)CC1	3	-8	-21	-7	-13	102	103	0	102	-10	-10
CCN(CC)C(=O)c1ccc(COc2ccccc2Cl)cc1	-1	-8	0	-12	-11	95	92	-2	90	0	-17
Cc1cccc(N(CC(O)CON=C2c3ccccc3-c3ccccc32)S(C)(=O)=O)c1 (configuration not stated)	-3	-8	7	-6	20	86	99	-3	104	-6	-5
NC(=O)COc1ccc2c3c(c(=O)oc2c1)CCCCC3	2	-2	-3	0	12	103	104	2	101	-3	-10
CSc1nc2nc3c(c(=O)n2[nH]1)CCCC3	0	-2	-4	-3	8	97	93	-3	88	-5	-9
COc1ccccc1C(=O)N/C(N)=N/c1nc2ccccc2o1	-4	-2	-8	-9	-21	103	103	-3	102	-3	-2
CCOc1ccc(C(CC(=O)O)NC(=O)c2sc3ccccc3c2Cl)cc1 (configuration not stated)	-5	-4	2	-12	2	101	100	-5	99	-6	-10
COc1ccc(/C=C/c2ccncc2)cc1OC	0	4	-4	-2	5	107	107	1	104	-2	3
Cc1cnc(NC(=O)c2ccccn2)s1	nt	nt	-4	nt	-7	92	85	nt	?	nt	nt
Cc1ccc(N(Cc2ccc(C(=O)NCCSc3ccccn3)cc2)S(C)(=O)=O)cc1C	0	-5	-23	-3	22	101	102	-3	101	-3	-3
CC(C)(C)c1cc(NC(=O)c2cccc([N+](=O)[O-])c2)no1	-1	2	-20	0	-5	101	99	0	?	-6	-5
Cc1c(Cl)cccc1NC(=O)C1CCCCC1	0	-1	-19	0	-10	99	102	0	99	-2	-3
Cc1ccc(-c2c[n+](Cc3ccc(Cl)c(Cl)c3)c3n2CCC3)cc1	-5	-2	-1	0	-19	103	103	-3	106	-6	-3
CC1(C)Cc2nc3nc(SCC(=O)NCc4ccccc4)n(-c4ccccc4)c(=O)c3cc2CO1	1	-8	17	-9	12	99	101	-2	106	5	-10
CCOC(=O)N1CCN(CC(O)COCc2ccccc2)CC1 (configuration not stated)	-2	-10	-1	-8	-3	103	105	-2	101	-6	-14
COc1ccc(/C=N/NC(=O)C(N)=O)c(OC)c1OC	-2	0	-57	-1	29	92	99	-1	100	-1	-2
O=C(COc1ccc(Cl)cc1Cl)N/N=C/c1ccc(OC2OC(CO)C(O)C(O)C2O)cc1 (configuration not stated)	nt	nt	-22	nt	-3	103	104	nt	?	nt	nt
COc1ccc(CCNC(=O)CCc2ccc(S(=O)(=O)NC(C)C)cc2)cc1OC	-3	-4	-1	-6	4	99	99	-3	99	-6	-1
Cn1c(=O)oc2cc(S(=O)(=O)NCCC(=O)NCCc3ccccc3)ccc21	2	-9	-22	-9	-4	100	97	-2	101	-5	-8
CC(C)(C)NC(=O)C(c1ccccn1)N(C(=O)C1CSC(=O)C1)c1ccc(F)cc1 (configuration not stated)	-2	-3	0	-3	12	101	99	-3	100	-3	0
CC(=O)c1ccc(NC(=S)N2C(C)CCCC2C)cc1 (configuration not stated)	-2	-11	1	-14	nt	102	99	-1	100	0	-11
O=C(C1=C[C@H](c2ccc(C(F)(F)F)cc2)C[C@H](OCc2ccc(CO)cc2)O1)N1CCCCCCC1	-2	-1	3	-2	-17	98	100	-2	100	0	-2
COc1ccccc1-c1nc2n(n1)C(c1ccc(Cl)cc1)C(C(N)=O)=C(C)N2 (configuration not stated)	-4	-12	3	-9	9	100	98	-4	98	-6	-9
O=C(c1cc(-c2cccs2)on1)N1CCc2ccccc2C1	0	-8	-6	-6	3	95	93	-1	98	-3	-15
Cc1ccc(-c2ccc3nnc(SCC(=O)NCC4CCCO4)n3n2)cc1 (configuration not stated)	-3	0	-9	-5	4	103	106	0	?	-1	-5
Cc1ccc(/C=N/NC(=S)NC(C)C)o1	0	-2	28	-7	4	100	100	1	99	1	-7
COC(=O)c1ccc(OCC(O)CN(CCO)CC(O)Cn2ccc3ccccc32)cc1 (configuration not stated)	-7	-7	-72	-9	11	103	107	-3	104	-8	-15
N#Cc1cc(C(=O)c2ccccc2OCC(=O)Nc2ccccc2)cn(C2CCCCC2)c1=O	-3	-5	-15	-9	-10	103	103	-4	102	-9	-7
COc1ccc(CN2C(=O)c3cccnc3C2Nc2ccc(OC)c(Cl)c2)cc1 (configuration not stated)	-2	-10	70*	-8	44	101	102	-4	101	-6	-12
CCOC(=O)C1(Cc2cccc(OC)c2)CCCN(C(=O)c2cc(C)[nH]n2)C1 (configuration not stated)	0	-2	-4	-2	7	81	76	1	84	-1	-1
O=C(CN1CC(=O)Oc2ccccc21)NCc1ccco1	0	-3	-87	-1	-65	97	98	-3	94	-3	-4
CCO[C@@H]1OC(C(=O)N2CCOCC2)=C[C@H](c2ccccc2)[C@H]1CCCO	0	-4	2	-4	9	99	100	-1	101	2	-2
CC1CCN(S(=O)(=O)c2ccc3nc(-c4ccccn4)cc(C(=O)NCCN(C)Cc4ccccc4)c3c2)CC1	-3	-1	5	-6	-5	113	106	-5	104	-3	-5
CCOP(C)(=O)C1(C(=O)OCc2ccccc2)CC1 (configuration not stated)	3	-2	-22	-3	-2	105	104	2	103	0	-9
CCNC(=O)NC(=O)C(C)Sc1nc2cc(C(=O)OC)ccc2c(=O)n1-c1ccccc1 (configuration not stated)	0	-4	-9	-4	-1	99	103	4	100	-5	-12
O=S(=O)(NCc1ccccc1)c1ccccc1Br	nt	nt	-22	nt	4	102	103	nt	?	nt	nt
(further entries)
SMILES	Bcl-W Bim block	Bim-Bcl-2	Mcl1-Bid inh	Bcl-B Bim block	Mcl1-Noxa inh	RGS8-Gao	RGS4-Gao reg	Bim-Mcl-1	RGS7-Gao	Bcl-XL Bim block	Bfl-1 Bim block
Cc1ccc(S(=O)(=O)N(CCO)c2cc3c(s2)CCCC3)cc1	-2	-6	-9	-7	-1	101	99	-3	97	-18	-9
CNC(=O)c1nn(-c2ccccc2)ccc1=O	5	-1	-16	0	1	102	105	3	106	-2	-1
CC(C)Cc1nnc(NS(=O)(=O)Cc2ccccc2)s1	0	-7	23	-8	23	106	102	-2	105	-3	-11
COc1ccc(C(=O)c2c[nH]c(C(=O)NCc3cccnc3)c2)cc1	-3	-7	0	-7	11	104	109	-3	104	-6	-6
Cc1ccc(C)c(C(=O)Nc2cc(C)nn2-c2nc(C)cc(C)n2)c1	0	-2	-9	1	1	100	102	0	?	1	-3
Cc1nnc(N2CCc3ccccc3C2)[nH]c1=O	-2	-9	20	-9	1	100	107	-6	103	-10	-9
CN(C)CCCN(C(=O)CCc1ccccc1)c1nc2ccc(F)cc2s1	-6	-2	-9	-10	22	102	109	-5	107	-10	-8
CN(C)CCCO/N=C(\c1ccccc1)c1ccncc1	-1	-10	54*	-3	0	101	101	0	100	-6	-14

Structures listed above printed as active in Mcl1-Bid inh.
SMILES	Bcl-W Bim block	Bim-Bcl-2	Mcl1-Bid inh	Bcl-B Bim block	Mcl1-Noxa inh	RGS8-Gao	RGS4-Gao reg	Bim-Mcl-1	RGS7-Gao	Bcl-XL Bim block	Bfl-1 Bim block
COc1ccc(CN2C(=O)c3cccnc3C2Nc2ccc(OC)c(Cl)c2)cc1 (configuration not stated)	-2	-10	70*	-8	44	101	102	-4	101	-6	-12
CN(C)CCCO/N=C(\c1ccccc1)c1ccncc1	-1	-10	54*	-3	0	101	101	0	100	-6	-14

Random draw from the library (roughly 2.7% active in at least one column).
